ARFGAP1 inhibitor: rat ARFGAP1 inhibition | Q62848 | Arfgap1-stimulated ARF1 GTP hydrolysis, GDP FP detection | inhibition, % at 16.5 µM | 360,000 tested, 0.26% active;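 active means inhibition above a per-plate limit, mean inhibition of low control wells plus 3 SD, cut at about 25% in these data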;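 further: 0% = DMSO wells with enzyme and 100% = wells lacking Arfgap1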
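material = rat Arfgap1 catalytic domain, aa 1-136 | also added = human ARF1(Δ1-17)-GTP substrate | compound dosing = one concentration, 16.5 µM, DMSO 1.26% | times = GTP hydrolysis reaction 2 h at 25 °C | measured by = FP, GDP Alexa 633 tracer displaced from anti-GDP antibody, 620/688 nm | evaluation = percent inhibition of Arfgap1-stimulated GTP hydrolysis | replication = single well per compound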
TDP2 inh: blocks human TDP2 phosphodiesterase activity. O95551. recombinant TDP2, T5PNP hydrolysis, p-nitrophenol absorbance 415 nm. inhibition, % at 12.8 µM. 370,000 tested, 0.34% active;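 active means inhibition above the mean of all tested compounds plus 3 SD, set per campaign, cut at about 25% in these data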;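 further: 0% = DMSO with enzyme and 100% = buffer with substrate but no TDP2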
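test system = human TDP2 enzyme | input = TDP2 enzyme at 120 nM final | medium = 50 mM Tris-HCl pH 7.5 with Mg2+, KCl, DTT, BSA | also added = T5PNP substrate, 5 mM | times = 2 h at 37 °C | technique = epi absorbance | benchmarks = high control without enzyme, low control DMSO plus TDP2 | replication = each compound tested once, singlicate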
Tn6 DDE FP: DD(E)-Tn6 binding inhibition, primary FP screen. Fibrin DD(E) TRITC-Tn6 fluorescence polarization displacement. inhibition, % at 8.3 µM. 370,000 tested, 0.21% active;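 active means inhibition above a per-campaign cutoff: mean of compounds within control limits plus 3 SD, cut at about 15% in these data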;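 further: 0% = median of all compound wells on the plate and 100% = blocking peptide control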
SIAE primary: human SIAE inhibition, primary screen; Q9HAT2; SIAE FP-Rh probe binding, fluorescence polarization; inhibition, % at 9.66 µM; 370,000 tested, 0.69% active; AID 1053197;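 active means inhibition above a cutoff: mean of compounds within the control limits plus 3 SD of those, cut at about 17% in these data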;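 further: 0% = plate median of compound wells and 100% = probe without SIAE protein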
ADAM10 inh: ADAM10 inhibition, QFRET primary screen. O14672. recombinant ADAM10, EDANS/DABCYL FRET peptide cleavage, 3 h. inhibition, % at 7 µM. 370,000 tested, 0.62% active. AID 720582;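 active means inhibition above a per-campaign cutoff equal to the mean of compounds falling between control-based bounds plus 3 SD, cut at about 20% in these data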;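 further: 0% = DMSO wells while the 100% control is not disclosed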
PLCb3 inh: inhibitors of human phospholipase C beta3 | Q01970 | Purified PLC-beta3, fluorogenic substrate, fluorescence | inhibition, % at 12.2 µM | 370,000 tested, 0.18% active | AID 720704; in the data active means inhibition above about 11%;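 further: 0% = median of compound wells on plate and 100% = full blocker control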
Target sequence (Q01970 whole entry, looked up): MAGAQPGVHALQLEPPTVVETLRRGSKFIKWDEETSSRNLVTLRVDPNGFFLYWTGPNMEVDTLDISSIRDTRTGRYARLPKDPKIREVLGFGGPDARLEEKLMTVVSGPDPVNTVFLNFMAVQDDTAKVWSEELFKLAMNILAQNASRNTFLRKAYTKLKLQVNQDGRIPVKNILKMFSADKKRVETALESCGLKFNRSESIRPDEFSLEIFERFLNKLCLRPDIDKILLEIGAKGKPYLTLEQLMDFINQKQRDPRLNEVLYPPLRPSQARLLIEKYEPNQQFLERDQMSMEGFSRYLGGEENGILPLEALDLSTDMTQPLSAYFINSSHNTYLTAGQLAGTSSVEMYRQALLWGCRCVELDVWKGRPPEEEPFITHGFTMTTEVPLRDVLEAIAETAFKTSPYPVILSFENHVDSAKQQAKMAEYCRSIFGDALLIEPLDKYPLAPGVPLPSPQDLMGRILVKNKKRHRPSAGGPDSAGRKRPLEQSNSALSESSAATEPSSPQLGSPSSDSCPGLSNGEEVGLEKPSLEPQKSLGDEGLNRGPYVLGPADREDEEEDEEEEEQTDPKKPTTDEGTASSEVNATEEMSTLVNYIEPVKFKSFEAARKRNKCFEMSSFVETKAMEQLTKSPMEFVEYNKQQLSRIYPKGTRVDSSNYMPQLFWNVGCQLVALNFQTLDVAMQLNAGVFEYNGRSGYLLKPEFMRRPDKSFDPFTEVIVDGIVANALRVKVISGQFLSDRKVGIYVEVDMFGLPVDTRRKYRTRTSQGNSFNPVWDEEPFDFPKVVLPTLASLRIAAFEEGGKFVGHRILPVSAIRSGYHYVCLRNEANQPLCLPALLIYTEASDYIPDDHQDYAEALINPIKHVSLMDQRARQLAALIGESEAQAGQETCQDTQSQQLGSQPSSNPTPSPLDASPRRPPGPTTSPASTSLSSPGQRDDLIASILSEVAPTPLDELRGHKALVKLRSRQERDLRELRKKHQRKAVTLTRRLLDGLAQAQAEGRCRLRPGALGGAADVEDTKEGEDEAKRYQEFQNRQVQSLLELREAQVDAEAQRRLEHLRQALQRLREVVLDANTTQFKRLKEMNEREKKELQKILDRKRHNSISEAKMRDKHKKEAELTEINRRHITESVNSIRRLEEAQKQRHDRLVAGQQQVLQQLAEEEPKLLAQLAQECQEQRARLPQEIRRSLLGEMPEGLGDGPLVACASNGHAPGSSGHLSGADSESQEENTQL
ASAP1 inh: ASAP1 ArfGAP inhibition. 360,000 tested, 0.19% active. Q9ULH1. ASAP1-stimulated ARF1 GTP hydrolysis, GDP FP detection. inhibition, % at 16.5 µM. AID 624377; in the data active means inhibition above about 25%;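 further: 0% = vehicle with enzyme and substrate and 100% = no enzyme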
ADAM17 inh: ADAM17 inhibition, QFRET primary screen; P78536; recombinant ADAM17, EDANS/DABCYL FRET peptide cleavage; inhibition, % at 6.95 µM; 370,000 tested, 0.83% active; AID 720648;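 active means inhibition above the mean of compounds lying between control limits plus 3 SD, set per campaign, cut at about 8.5% in these data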;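 further: 0% = DMSO-only wells as the low control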
PLCg1 inh: inhibitors of human phospholipase C gamma1; P19174; purified PLC-gamma1, fluorogenic substrate, fluorescence; inhibition, % at 12.2 µM; 370,000 tested, 0.84% active; AID 720700; in the data active means inhibition above about 9.5%
DDE Tn7 FP inh: disrupts Tn7 cyclic peptide binding to fibrin D-Dimer-E complex; AID 720508; P02675; inhibition, % at 8.3 µM; 370,000 tested, 0.13% active; FP displacement of FITC-Tn7 peptide from fibrin DD(E); 0% = median of compound wells per plate;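 active means inhibition above the mean of compounds falling within the control limits plus 3 SD of them, cut at about 14% in these data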;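 further: 0% = plate median of compound wells and 100% = 10 µM Aha-Tn7 peptide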
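Measure: % inhibition scaled between sample-field median and high-control FP; Test system: human fibrin DD(E); Quantity: 2 µM final DD(E) protein; Doses: one dose, 8.3 µM nominal; Schedule: compound with protein 10 min, then 3 h after probe, room temperature; Detection: fluorescence polarization; Medium: Tris buffer with calcium and detergent, pH 7.8.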
An asterisk follows results filed as active; . = not tested or not shown. Compounds were not picked by outcome; 3.6% or so of the library scored in one or more.

SMILES	ARFGAP1 inhibitor	TDP2 inh	Tn6 DDE FP	SIAE primary	ADAM10 inh	PLCb3 inh	ASAP1 inh	ADAM17 inh	PLCg1 inh	DDE Tn7 FP inh
Cc1ccccc1NS(=O)(=O)c1ccc(NC(=O)c2nc3ncccn3n2)cc1	-1	-4	-7	-4	-3	2	12	-4	1	1
C/C(=N/NC(=O)Cc1cc(=O)[nH][nH]1)c1ccc([N+](=O)[O-])cc1	-3	-3	1	2	1	1	-4	3	0	1
COc1ccc(Cl)cc1N1C(=O)CC(N2CCN(S(=O)(=O)c3ccccc3F)CC2)C1=O (configuration not stated)	2	-10	3	-3	-12	1	-13	-4	6	0
CCOC(=O)NC(=O)CSc1nnc(SCCC(=O)O)s1	12	-4	3	-7	-2	0	-10	-1	-1	7
Cc1ccc(/C=N/Nc2nnc(Cl)c3ccccc23)cc1	-4	-7	6	8	4	-3	21	-1	-5	2
CCCCCC(=O)Nc1cccc(C2=NOC3(C2)C[C@@H](C(N)=O)N(C(=O)c2ccc(OC)cc2)C3)c1 (some centres not stated)	-2	-6	-8	5	-4	0	3	-3	-1	0
Cc1ccsc1C(=O)NN=C1CCCCCC1	6	1	1	-2	-3	-9	13	-4	3	-6
CCC1CCCCN1CCCNC(=O)CCNC(=O)Cn1cnc2ccccc2c1=O (configuration not stated)	5	-4	-2	5	-7	-5	15	-6	5	2
Cc1ccccc1NC(=O)CSc1n[nH]c(-c2ccccn2)n1	10	-3	-3	0	1	-7	-8	-7	0	-2
Cc1nn(-c2ccccc2)c(N2CCCC2)c1/C=N/NC(=O)c1cc2ccccc2cc1O	9	-1	-4	5	-2	-119	7	-1	-106	4
CCCCn1c(N)c(N(CCOC)C(=O)C2CCN(S(=O)(=O)c3ccc(C)c(C)c3)CC2)c(=O)[nH]c1=O	-11	-3	-2	7	-5	-10	-7	-5	0	1
CCn1cnnc1SCC(=O)NCC1COc2ccccc2O1 (configuration not stated)	9	-8	-2	4	-12	0	10	-3	-1	0
CCOc1ccc2ccccc2c1/C=N/n1cncn1	8	-11	-6	0	-21	2	0	1	3	-6
COc1cccc(CN2CC(C(=O)NCCOc3ccccc3F)CCC2=O)c1 (configuration not stated)	2	0	-3	-3	-7	-7	3	-1	-4	-1
CN1C=C(C(F)(F)F)C=C/C1=C(\C#N)c1nnc2n1CCCCC2	-4	16	3	2	2	3	4	0	3	6
OCCCc1cn(-c2ccccc2)c2ccccc12	-3	3	2	3	3	-7	-9	-1	-1	-1
Brc1ccc(C2=CSC3=NCCN23)cc1	2	-12	4	0	-5	-8	10	-1	-6	-4
COc1ccc(-c2nnc(SCc3cccnc3)o2)cc1	6	-2	1	-4	-16	-3	6	2	2	5
O=C(Nc1ccnn1C1CCN(CCCc2ccccc2)CC1)c1cccc(F)c1	-2	-11	3	-2	6	-7	-8	-3	2	-4
CC1CCCCC1NC(=O)CCn1c(=O)oc2ccccc21 (configuration not stated)	12	4	4	2	0	-2	-4	-4	1	2

Some of the entries above, reformatted:
Results follow in this order: ARFGAP1 inhibitor, TDP2 inh, Tn6 DDE FP, SIAE primary, ADAM10 inh, PLCb3 inh, ASAP1 inh, ADAM17 inh, PLCg1 inh, DDE Tn7 FP inh
> Cc1ccsc1C(=O)NN=C1CCCCCC1
 : 6, 1, 1, -2, -3, -9, 13, -4, 3, -6
> CCC1CCCCN1CCCNC(=O)CCNC(=O)Cn1cnc2ccccc2c1=O (configuration not stated)
 : 5, -4, -2, 5, -7, -5, 15, -6, 5, 2
> Cc1ccccc1NC(=O)CSc1n[nH]c(-c2ccccn2)n1
 : 10, -3, -3, 0, 1, -7, -8, -7, 0, -2

(next part)
SMILES	ARFGAP1 inhibitor	TDP2 inh	Tn6 DDE FP	SIAE primary	ADAM10 inh	PLCb3 inh	ASAP1 inh	ADAM17 inh	PLCg1 inh	DDE Tn7 FP inh
COC(=O)c1nc2n(n1)C(c1cc(OC)ccc1OC)C(C(=O)OC1CCCCC1)=C(C)N2 (configuration not stated)	3	-14	6	6	-4	-2	3	-1	2	1
O=C(CNC(=O)c1ccco1)OC(C(=O)c1ccccc1)c1ccccc1 (configuration not stated)	1	-8	-4	0	-5	4	-11	-1	0	4
COc1cccc(NC(=O)C2(C)CCN2Cc2ccc(OC(C)C)cc2)c1 (configuration not stated)	-5	-6	-7	2	-1	1	-8	2	0	1
CCCCn1c(N)c(N(CCOC)C(=O)c2cc(-c3ccc(F)cc3)nc3ccccc23)c(=O)[nH]c1=O	-1	10	-4	2	-22	-25	-9	-5	-13	4
C#CCOc1ccc(/C=C2/C(=O)NN(c3ccc(F)cc3)C2=O)cc1OC	9	1	-7	7	-2	-8	4	-3	-1	5
CC(C)CC(=O)NC1(C(F)(F)F)C(=O)N(CC(C)C)C2=C1C(=O)CC(C)(C)C2 (configuration not stated)	-6	6	2	4	-3	5	-4	-1	-1	7
CCCCn1c(-c2csc(C(C)C)c2)n[nH]c1=S	-5	2	2	2	7	-3	-26	-4	-4	-1
CN1CCN(S(=O)(=O)c2cccc(C(=O)Oc3cccc(Br)c3)c2)CC1	-1	10	2	-1	1	-5	10	-1	0	6
CON(C)C(=O)CC(CN(Cc1ccccc1)C(=O)OC(C)(C)C)c1ccc(Cl)cc1 (configuration not stated)	-10	6	2	-1	11	3	1	4	3	8
CC(C)NC(=O)N(C)C[C@@H]1Oc2ncc(-c3cccc(C#N)c3)cc2C(=O)N([C@H](C)CO)C[C@@H]1C	-5	6	-4	5	-7	2	12	-4	-2	2
CC(=O)Nc1ccc(/C=C/c2nc3ccccc3[nH]c2=O)cc1	2	-12	5	11	-2	-419	-6	-4	-318	-4
CCOC(=O)Cc1csc(NC(=O)c2ccc(Cl)s2)n1	-5	9	-4	-1	7	-12	-3	-3	-7	-4
CCCC(=O)n1nc(-c2cccnc2)nc1NCc1ccc(OC)cc1	-6	-2	2	-1	-4	-7	-2	-1	-1	1
COc1ccc(-c2cc3ccccc3oc2=O)cc1NC(=O)c1ccc([N+](=O)[O-])o1	-4	-7	-2	-4	2	-24	8	0	-12	-13
Cn1c(=O)[nH]c2ccc([N+](=O)[O-])nc21	8	-3	-5	1	5	6	0	3	6	3
CSC1=NC(C)(C)C=C(/C=C/c2ccc(Cl)cc2)N1	6	9	-7	17*	-4	-8	-5	-4	-9	-8
O=[N+]([O-])C(/C=C(\Cl)[N+](=O)[O-])=C(N1CCCCC1)N1CCCCC1	-9	13	-6	-1	-3	0	2	-2	1	-2
Cc1ccc(NC(=O)COC(=O)CCC(=O)c2ccc(Cl)cc2)cc1S(=O)(=O)N(C)C	-1	2	8	-19	7	4	-1	2	0	9
Cn1c(SCC(N)=O)nnc1C1CCN(S(=O)(=O)c2ccccc2C(F)(F)F)CC1	-3	5	0	-9	0	1	-9	-4	3	4
CCOCCCNC(=O)c1ccc2c(=O)n(Cc3ccc(OC)cc3)c(=O)[nH]c2c1	8	3	-4	0	-7	-1	10	-8	-1	-1
Cc1cc(C)nc(/N=C(\N)Nc2cccc(OCc3ccccc3)c2)n1	-4	-3	1	10	-2	-3	1	1	4	5
O=C(Nc1ccccc1)Nc1ccc2ocnc2c1	2	22	-1	12	4	-6	-7	-6	0	2
O=c1c2c(-c3ccc([N+](=O)[O-])cc3)csc2nc2n1CCCCC2	6	1	-3	-7	-5	0	0	-5	-3	6
COc1ccc(N2CC(C(=O)NCCCN3CCOCC3)CC2=O)cc1 (configuration not stated)	3	8	2	3	4	2	-6	-2	3	2
O=C(Nc1ccccc1)Nc1ccc(-n2ccc(C(F)(F)F)n2)cc1	-4	13	8	-2	4	-10	-10	3	0	7
CCOC(=O)[C@]12CCC=C1N(Cc1ccco1)C(=O)[C@H](CC(=O)NCCc1ccccc1OC)C2	-12	0	3	-3	-17	-8	-3	-5	-5	7
O=C(NC(Cc1ccccc1)C(=O)O)/C(=C/c1cccc([N+](=O)[O-])c1)NC(=O)c1ccco1 (configuration not stated)	0	-4	3	1	11	3	3	-1	-2	8
Cc1c(C(=O)O)oc2c1C(=O)CC(C)(C)C2	-4	-10	-1	-6	-1	3	-8	1	1	2
Cc1ccc2oc(=O)c3cnn(CC(=O)Nc4cc(-c5cccc(F)c5)no4)c3c2c1	-5	1	-2	-2	-16	-5	-3	-6	-5	3
Cc1ccc(-c2cnc3c(Nc4cccc(OC(F)(F)C(F)F)c4)nccn23)cc1	21	-4	5	-11	-13	-10	-9	1	-8	1
COc1ccc(NC(=O)CN(C)CC(=O)c2c(C)[nH]c3ccccc23)cc1	1	-2	1	12	-14	-12	11	-3	-4	1
COc1ccc(N(CC(=O)NCc2ccc3c(c2)OCO3)S(=O)(=O)c2ccc(O)c(C(=O)O)c2)cc1	5	-2	2	2	-8	-5	3	-2	-4	15*
CC(=O)Nc1ccc(S(=O)(=O)NC(CSc2ccc(C(=O)O)cc2[N+](=O)[O-])C(=O)O)cc1 (configuration not stated)	0	-10	9	1	2	-14	-6	-1	-2	1
Cc1cccc(-n2ccnc2SCC(=O)Nc2nccs2)c1	-4	9	-2	-4	7	0	13	-7	-4	-3
CCN(CC)c1ccc(C=N/C(C#N)=C(\N)C#N)cc1	8	16	4	-15	-7	-11	-9	1	-4	2
CCn1c(COc2ccc(Cl)cc2)nnc1SCC(=O)Nc1ccc2c(c1)OCCO2	11	8	0	3	6	-1	11	-2	1	4
O=C(CNS(=O)(=O)c1ccc2ccccc2c1)OCc1csc(-c2ccccc2)n1	-4	-2	0	-5	8	0	-2	5	-2	3
CCCCc1cc(=O)oc2cc(OCC(=O)N3CCC(C(=O)O)(c4ccccc4)CC3)ccc12	-5	-1	-5	-1	-83	0	0	-16	-1	9
Cn1c(SCC(=O)N2CCOCC2)nnc1-c1ccncc1	-8	-5	6	-7	-7	-5	0	-4	1	5
CC(C)C[C@H](NC1(C(=O)NC2CCCCC2)CCCCC1)C(=O)NCC(c1ccccc1)c1ccccc1	.	1	9	-3	3	-1	.	-1	-1	-2
COC(=O)[C@H](CC(C)C)N(Cc1cn(Cc2ccccc2)nn1)S(=O)(=O)c1ccc(F)cc1Br	.	-5	13	-6	5	5	.	2	1	9
CCNC1CCC(Nc2ccnc3cc(Cl)ccc23)CC1 (configuration not stated)	-11	13	1	0	-11	1	7	-4	3	4
CCCOc1ccc(N2C(=O)C3C(C(C)C)NC4(C(=O)c5ccccc5C4=O)C3C2=O)cc1 (configuration not stated)	-7	14	-3	3	-50	-25	-7	-13	-15	0

Assay outcomes deposited in PubChem by The Scripps Research Institute Molecular Screening Center.
